BLM helicase inh: inhibitors of human Bloom syndrome helicase BLM; Potency, µM (doses to about 56.1 µM), for inactives: top-dose activity change, negative = inhibition, actives largely listed as inhibitors; recombinant BLM DNA unwinding, fluorescence dequenching; 350,000 compounds, 0.2% hits; AID 2528;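 note: potency is the fitted concentration of half-maximal effect; plate controls were vehicle for no effect and no enzyme for full effect; nearly all actives have a fitted effect of over 35% in size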
Target sequence (P54132 whole entry, looked up): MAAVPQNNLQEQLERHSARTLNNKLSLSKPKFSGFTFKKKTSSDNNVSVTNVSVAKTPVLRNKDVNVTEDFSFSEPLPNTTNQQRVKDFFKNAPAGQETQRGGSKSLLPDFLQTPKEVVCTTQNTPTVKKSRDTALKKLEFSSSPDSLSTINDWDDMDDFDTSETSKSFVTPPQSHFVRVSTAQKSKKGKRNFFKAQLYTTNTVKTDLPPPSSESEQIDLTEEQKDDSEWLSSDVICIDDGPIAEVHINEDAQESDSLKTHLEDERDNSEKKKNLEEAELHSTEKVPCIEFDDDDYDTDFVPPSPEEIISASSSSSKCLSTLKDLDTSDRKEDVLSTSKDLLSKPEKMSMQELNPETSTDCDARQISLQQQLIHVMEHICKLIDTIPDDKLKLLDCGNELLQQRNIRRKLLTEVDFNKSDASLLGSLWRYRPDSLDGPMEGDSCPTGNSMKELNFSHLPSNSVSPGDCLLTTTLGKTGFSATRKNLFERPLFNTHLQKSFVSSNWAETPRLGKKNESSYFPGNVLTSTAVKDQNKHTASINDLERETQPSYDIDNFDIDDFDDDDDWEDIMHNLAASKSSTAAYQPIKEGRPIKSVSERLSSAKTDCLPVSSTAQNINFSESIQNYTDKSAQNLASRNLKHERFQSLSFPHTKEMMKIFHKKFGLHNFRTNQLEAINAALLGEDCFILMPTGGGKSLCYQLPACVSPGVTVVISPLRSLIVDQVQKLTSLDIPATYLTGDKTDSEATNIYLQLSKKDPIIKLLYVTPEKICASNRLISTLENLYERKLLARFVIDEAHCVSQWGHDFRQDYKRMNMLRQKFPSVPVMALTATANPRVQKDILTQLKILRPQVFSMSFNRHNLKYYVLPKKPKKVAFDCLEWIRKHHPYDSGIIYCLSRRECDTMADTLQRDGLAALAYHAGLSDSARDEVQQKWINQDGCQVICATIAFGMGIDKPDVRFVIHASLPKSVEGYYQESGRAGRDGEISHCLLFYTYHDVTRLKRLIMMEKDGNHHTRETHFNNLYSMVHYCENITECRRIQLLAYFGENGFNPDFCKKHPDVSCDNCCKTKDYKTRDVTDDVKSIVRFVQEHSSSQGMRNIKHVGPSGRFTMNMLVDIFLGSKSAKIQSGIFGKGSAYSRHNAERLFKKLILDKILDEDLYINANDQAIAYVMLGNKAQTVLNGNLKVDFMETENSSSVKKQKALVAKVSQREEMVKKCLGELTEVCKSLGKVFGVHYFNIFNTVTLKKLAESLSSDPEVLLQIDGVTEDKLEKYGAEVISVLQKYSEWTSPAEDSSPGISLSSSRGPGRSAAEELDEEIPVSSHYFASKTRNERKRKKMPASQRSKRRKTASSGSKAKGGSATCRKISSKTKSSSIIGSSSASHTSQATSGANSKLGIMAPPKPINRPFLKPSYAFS
RXFP1 antag: blocks the human relaxin receptor RXFP1. Q9HBX9. HEK293-RXFP1, relaxin-stimulated cAMP HTRF, 30 min; active compounds read low. activity change, negative = inhibition, % at 57.5 µM. 350,000 compounds, 0.59% hits. AID 1259400;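 active = activity change of -60% or lower, but not beyond a set lower limit; inconclusive = change between -60% and -40%, or beyond the set limit; inactive = change above -40%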; note: % is set by controls: 0 for no effect and ±100 for the full control effect
POLB inh: inhibitors of human DNA polymerase beta | P06746 | Pol beta primer extension/strand displacement, fluorescence kinetic | Potency, µM (top dose mostly 114 µM), inactives show at the top dose activity change, negative = inhibition, most hits filed as inhibitors | 340,000 compounds, 1.3% hits; note: potency is the fitted concentration of half-maximal effect; % is set by controls: 0 for no effect and ±100 for the full control effect
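Enzyme-only controls used 10 nM Pol beta; buffer lacking enzyme served as negative control. Compound preincubated 15 min, then 50 nM substrate added; 0 and 10 min reads at room temperature.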
APE1 inh: blocks human APE1 abasic DNA cleavage; P27695; recombinant APE1, TAMRA/BHQ-2 abasic DNA cleavage fluorescence; Potency, µM (doses to about 65.8 µM), for the others: at the top dose activity change, negative = inhibition, hits mostly inhibitors; 350,000 compounds, 0.35% hits; AID 2517;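 note: potency is the fitted concentration of half-maximal effect; plate controls were vehicle for no effect and reference inhibitor for full effect; nearly all actives have a fitted effect of over 55% in size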
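Incision of a quenched TAMRA/BHQ-2 THF abasic-site duplex (50 nM) by 0.75 nM APE1, after 15 min compound preincubation, measured as fluorescence increase over three 60 s reads. Values normalized to buffer, DMSO and NSC13755 control wells.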
Apoferritin bind: binds horse apoferritin like a general anesthetic. apoferritin/1-aminoanthracene competitive binding, fluorescence. Potency, µM (titrated, usually from 77.5 µM), without a hit: at the top dose activity change, negative = displacement, most hits filed as inhibitors. 350,000 compounds, 0.074% hits. AID 485281. P02791; note: potency is the fitted concentration of half-maximal effect; % is set by controls: 0 for no effect and ±100 for the full control effect; nearly all actives have a fitted effect of over 20% in size
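Horse-spleen apoferritin (10 uM) in 50% saturated 1-aminoanthracene in PBS was incubated 10 min at room temperature with compound. Fluorescence (ex 380, em 535 nm) was normalized to free and bound 1-AMA, with concentration-response fitted by a four-parameter Hill equation.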
Pol kappa inh: inhibitors of human DNA polymerase kappa; purified Pol kappa, fluorescent DNA synthesis assay, 10 min; Q9UBT6; 400,000 compounds, 0.53% hits; Potency, µM (highest dose often 107 µM), for the others: at the top dose activity, negative = inhibition, most hits filed as inhibitors; note: potency is the fitted concentration of half-maximal effect; % is set by controls: 0 for no effect and ±100 for the full control effect
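Fluorescent qHTS in 1536-well format: enzyme (10 nM) and compound sat 15 min at room temperature before 50 nM substrate (final) was added. Signal taken at 0 and 10 min; no-enzyme buffer wells were negative controls.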
POLH inh: DNA polymerase eta (human) inhibition | Q9Y253 | recombinant Pol eta, fluorescent DNA replication assay | Potency, µM (highest dose often 114 µM), inactives show at the highest dose activity change, negative = inhibition, usual class: inhibitors | 390,000 compounds, 1.2% hits; note: potency is the fitted concentration of half-maximal effect; % is set by controls: 0 for no effect and ±100 for the full control effect
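Pol eta (10 nM) was preincubated with compounds for 15 min at room temperature, after which fluorescent replication substrate (50 nM final) was added to start the reaction. Fluorescence was read kinetically at 0 and 10 min.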
PGK inhibitor: T. brucei PGK inhibition; P07378; PGK/GAPDH coupled, Kinase-Glo luminescence, 60 min; Potency, µM (top dose mostly 57.5 µM), for the others: at the highest dose activity change, negative = inhibition, most hits filed as inhibitors; 380,000 compounds, 0.043% hits; AID 602233; note: potency is the fitted concentration of half-maximal effect; % is set by controls: 0 for no effect and ±100 for the full control effect; nearly all actives have a fitted effect of over 60% in size
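Luminescent ATP detection (Kinase-Glo Plus) follows a 60-minute room-temperature incubation, with wells lacking PGK as controls. Buffer: 100 mM TEA (pH 7.6), 5 mM MgCl2, 0.01% Tween-20. Coupling enzyme GAPDH (100 nM final) supplies unstable 1,3-BPG in-well.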
Pol iota inh: DNA polymerase iota (human) inhibition; Q9UNA4; Pol iota fluorescent replication assay, 10 min; Potency, µM (series often up to 115 µM), without a hit: top-dose activity, negative = inhibition, actives largely listed as inhibitors; 390,000 compounds, 1% hits; note: potency is the fitted concentration of half-maximal effect
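Pol iota at 10 nM preincubated 15 min with compounds at room temperature; reaction started with fluorescent substrate, 50 nM final. Fluorescence read kinetically at 0 and 10 min; buffer-only wells as negative control.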
Starred values were filed as active, the others as inactive; i = inactive; u = inconclusive; x = not tested or not shown; & = joins results of further samples; [ ] = dose if it differs, or a comment. Unless noted, calls come from the whole dose curve; as a rule, active = well fitted curve in the direction sought with a large enough effect; inconclusive = small, poorly fitted or top-dose-only effect, or another doubt; inactive = no such curve, though single readings can be large; an effect the other way counts as inactive or inconclusive.

SMILES | BLM helicase inh | RXFP1 antag | POLB inh | APE1 inh | Apoferritin bind | Pol kappa inh | POLH inh | PGK inhibitor | Pol iota inh
Cc1nn(CC(=O)NCCCN2CCCC2=O)c(C)c1[N+](=O)[O-] | x | 1 | x | 25% | x | -18% | -10% | i | 9%
Cc1[nH]c2ccccc2c1/C=C/c1cc[n+](C)cc1 | 9% | x | -28% | 3% | -5% | -10% | -13% | -8% | -6%
Cc1ccc(CNC(=O)CNC(=O)[C@@H]2Cc3ccccc3CN2C(=O)OC(C)(C)C)cc1 | 0% | -3 | 6% | 25% | 2% | 5% | -19% | i | 3%
COc1ccc(CCNCC(O)c2ccccc2)cc1 (stereo not given) | -1% | -21 | 41% | -7% | -7% | 0% | -11% | i | 73%[activator]
COc1cccc2[nH]c(C(=O)NCCCN3CCCC3=O)cc12 | 2% | 2 | 6% | -12% | -1% | -15% | -11% | 4% | 47%
CCCN1CNc2c(c(=O)[nH]c(=S)n2CCc2ccccc2)C1 | -7% | 2 | 19% | 6% | -2% | 5% | 7% | 6% | 59%[activator]
COc1cc(NC(=O)c2c(-c3ccc(C)cc3)nnc3ccccc23)cc(OC)c1OC | -2% | -7 | 6% | x | -16% | -3% | -9% | -8% | u
Cc1ccc(/C(O)=C/c2nc3ccccc3oc2=O)cc1 | -6% | -14 | 23% | -5% | 7% | -1% | -12% | i | 35%[activator]
CCOC(=O)Cn1nc(-c2ccccc2)c2cnc3ccc(CC)cc3c21 | -7% | -3 | 0% | 20% | -11% | -1% | -6% | i | -2%
C#CCNC(=O)C1=C[C@@H](c2ccc(C#C)cc2)C[C@@H](OCCCCO)O1 | x | x | x | x | x | u | 25µM* | -11% | 50µM*
COc1ccc(C2/C=C\CN(C(=O)c3ccccc3)CC(=O)N2Cc2ccc(F)cc2)cc1 (stereo not given) | -4%&-7% | x | -8% | -2%&22% | 2%&-6% | 1%&3% | -19% | -3% | 19%&7%
O=S(=O)(NNc1ccc(Cl)nn1)c1ccc(F)cc1 | -1% | -1 | 59% | 7% | 6% | -4% | -9% | -7% | 151%[activator]

The last four records of the section before come first, to join the parts:
SMILES | BLM helicase inh | RXFP1 antag | POLB inh | APE1 inh | Apoferritin bind | Pol kappa inh | POLH inh | PGK inhibitor | Pol iota inh
CCOC(=O)Cn1nc(-c2ccccc2)c2cnc3ccc(CC)cc3c21 | -7% | -3 | 0% | 20% | -11% | -1% | -6% | i | -2%
C#CCNC(=O)C1=C[C@@H](c2ccc(C#C)cc2)C[C@@H](OCCCCO)O1 | x | x | x | x | x | u | 25µM* | -11% | 50µM*
COc1ccc(C2/C=C\CN(C(=O)c3ccccc3)CC(=O)N2Cc2ccc(F)cc2)cc1 (stereo not given) | -4%&-7% | x | -8% | -2%&22% | 2%&-6% | 1%&3% | -19% | -3% | 19%&7%
O=S(=O)(NNc1ccc(Cl)nn1)c1ccc(F)cc1 | -1% | -1 | 59% | 7% | 6% | -4% | -9% | -7% | 151%[activator]
CCOC(=O)C1CCN(C(=O)/C=C/c2ccc(S(=O)(=O)N3CCOCC3)cc2)CC1 | x | -12 | x | 1% | x | -8% | u | 0% | 129%[activator]
CC(C)N1CCN(Cc2cnc(-c3ccccc3)s2)CC1CCO (stereo not given) | -2% | -10 | 15% | 3% | -11% | 0% | 0% | 0% | -4%
O=C(c1ccco1)N1CCN(S(=O)(=O)c2ccc(C3CCCCC3)cc2)CC1 | -2% | 6 | 3% | -3% | -1% | -8% | 0% | 1% | 11%
O=C(CSc1nc(-c2ccccc2)no1)N1CCN(c2ccc(F)cc2)CC1 | -4% | -5 | u | x | 5% | -15% | -19% | -5% | 12%
Cc1nc2ccccc2c2oc(C(=O)N3CCC(N4CCCCC4)CC3)cc12 | 70%[activator] | 1 | 27% | -11% | -1% | -3% | 0% | 11% | -20%
OCCC1CN(Cc2ccc3ncccc3c2)CCN1Cc1ccccc1 (stereo not given) | 1% | 5 | -9% | -4% | -7% | -6% | 2% | i | 28%
CCN1CCN(C(=O)/C=C\C(=O)O)CC1 | 0% | 0 | -3% | 22% | -2% | -5% | 5% | -1% | -6%
CCCN1CCC(NCc2cn(C)nc2-c2ccc(Oc3ccccc3)cc2)CC1 | 30% | 0 | 13% | 6% | -9% | -14% | -2% | 0% | 11%
CCOC(=O)c1[nH]c(C)c(C(=O)/C=C/c2ccc(C(=O)O)cc2)c1C | -5% | 1 | 39% | 35% | -2% | -14% | 22µM* | -4% | -14%
CCN(CC)c1ccc(NC(=O)Cn2c(C(C)NC(=O)c3ccc(C)cc3)nc3ccccc32)cc1 (stereo not given) | -3% | -10 | 2% | -1% | 1% | -16% | -13% | -1% | 18%
O=C(CCN1C(=O)C2CCCCC2C1=O)Nc1nc2c(F)cc(F)cc2s1 (stereo not given) | x | 0 | x | 32% | x | -21% | 0% | -2% | 4%
c1ccc(CSc2cc3ccccc3[nH]2)cc1 | x | u | x | x | x | 2% | -15% | 8% | 20%
CCCn1nc2cc(C(=O)NCCc3cccs3)ccc2c1OCC | 0% | x | -5% | -13% | 1% | 5% | -10% | -8% | 32%[activator]
O=C1CCCc2sc3c(c2N1)CCCCC3 | -4% | -8 | 2% | 1% | -9% | -7% | -3% | -1% | 7%
Cc1ccc2nc(SCC(=O)NNC(=O)c3ccccc3)[nH]c2c1 | 6% | 28 | 29% | 17% | -6% | -9% | -15% | -7% | u
Cc1cc2nnc(SCC(=O)OC(C)C)n2c2ccccc12 | -1% | 8 | -16% | -6% | -11% | 1% | -4% | -1% | 12%
COC(=O)C1=NNC(C(=O)c2ccco2)C1c1ccccc1 (stereo not given) | -3% | -1 | -1% | -2% | -9% | 0% | -20% | -9% | 5%
O=C(NC1CCCN(Cc2ccccc2F)C1)C1CCC1 (stereo not given) | 2% | 1 | 48% | -7% | -11% | -4% | -9% | i | 110%[activator]
Cc1ccc(S(=O)(=O)NC2c3cccc4cccc(c34)C2Sc2nncn2C)cc1 (stereo not given) | -2% | -2 | 20% | 4% | -2% | -6% | -28% | 6% | 29%
O=C(Cn1nnc(-c2ccccc2)n1)N1CCCCC1 | -1% | -7 | 6% | 58% | -1% | -8% | -12% | 4% | 135%[activator]
Cc1cccc(CSc2nc3c(c(=O)[nH]2)CCC3)c1 | -4%&-3% | -6 | 10%&-15% | 3% | -8%&-11% | -4%&-11% | -3%&-2% | 0%&-3% | 65%&-11%
CCNc1c(NC(C)=O)c(=O)oc2ccccc12 | 2% | -1 | 3% | -2% | 5% | -3% | -6% | -5% | 22%
Cn1c(=Nc2ccc(N3CCOCC3)cc2)ccc2ccccc21 | -10% | -10 | 35% | 12% | -6% | -2% | -8% | 6% | 5%
O=C(NCCCn1ccnc1)c1nc(Cn2cc(Br)cn2)no1 | -4% | 29 | 12% | 41% | -4% | -2% | 1% | -1% | -3%
Cc1nc(CS(=O)(=O)c2ccccc2)cc(Sc2ccccc2Cl)n1 | -4% | -4 | -21% | 3% | 1% | 0% | -2% | i | 9%
COc1ccc(C(C)=O)cc1CSc1nc2cc(Cl)ccc2o1 | -6% | -9 | 0% | -1% | -12% | 10% | -14% | -8% | 10%
O=C(CCN1C(=O)C2CC=C(Cl)CC2C1=O)NC1CCCCC1 (stereo not given) | 3% | -4 | 29% | 9% | -5% | -2% | -6% | x | 17%
CSc1cccc2sc(NC(=O)C3=COCCO3)nc12 | x | -31 | x | 19% | x | 5% | -22% | -8% | 34%[activator]
O=C1NC(CCc2ccccc2)C(=O)N1Cc1ccc(Br)cc1 (stereo not given) | -9% | u | 0% | u | -12% | -14% | 7% | 8% | 111%[activator]
CC(C)(C)C(=O)NC(=S)Nc1ccccc1C(N)=O | 5% | x | 37% | 1% | 1% | -7% | u | -4% | -10%
CC(=O)N1CCc2c(sc(NC(=O)CS(=O)(=O)c3ccc(F)cc3)c2C(N)=O)C1 | x | -13 | x | 11% | x | -18% | -7% | 5% | 44%[activator]
Cc1cccc(NC(=O)c2cn(-c3ccccc3)nc2-c2ccccc2)c1C | -7% | -16 | 4% | x | 1% | -24% | -13% | -3% | -2%
COc1ccc(-c2noc(-c3ccc(N4CCN(c5ccc(OC)cc5)CC4)c([N+](=O)[O-])c3)n2)cc1 | -9% | x | 9% | x | -2% | -13% | -13% | 1% | 3%
Nc1ccc(-c2cc(-c3ccc(N)cc3)nc(-c3ccccc3)n2)cc1 | -2% | 1 | 0% | 6% | 36%[activator] | -1% | -13% | -9% | -5%
CC1CN(CCc2ccccc2)c2nc3c(c(=O)[nH]c(=O)n3C)n2C1 (stereo not given) | -2% | -9 | 5% | -1% | -14% | -6% | -8% | i | 4%
Cc1ccc(C)c(CSc2nnc(-c3cccnc3)n2N)c1 | 2% | 4 | 3% | 2% | -11% | -6% | 2% | -4% | 16%

Sorted by value in Pol kappa inh (high to low): some entries from above
| molecule | BLM helicase inh | RXFP1 antag | POLB inh | Pol kappa inh | POLH inh | PGK inhibitor | Pol iota inh |
| --- | --- | --- | --- | --- | --- | --- | --- |
| CSc1cccc2sc(NC(=O)C3=COCCO3)nc12 | x | -31 | x | 5% | -22% | -8% | 34%[activator] |
| Cc1ccc(C)c(CSc2nnc(-c3cccnc3)n2N)c1 | 2% | 4 | 3% | -6% | 2% | -4% | 16% |
| O=C1NC(CCc2ccccc2)C(=O)N1Cc1ccc(Br)cc1 (stereo not given) | -9% | u | 0% | -14% | 7% | 8% | 111%[activator] |

POLH inh: hit marks shown above
smiles	BLM helicase inh	RXFP1 antag	POLB inh	Pol kappa inh	POLH inh	PGK inhibitor	Pol iota inh
C#CCNC(=O)C1=C[C@@H](c2ccc(C#C)cc2)C[C@@H](OCCCCO)O1	x	x	x	u	25µM*	-11%	50µM*
CCOC(=O)c1[nH]c(C)c(C(=O)/C=C/c2ccc(C(=O)O)cc2)c1C	-5%	1	39%	-14%	22µM*	-4%	-14%

Just POLB inh, APE1 inh and RXFP1 antag (2 entries from above):
SMILES	POLB inh	APE1 inh	RXFP1 antag
CSc1cccc2sc(NC(=O)C3=COCCO3)nc12	x	19%	-31
O=C1NC(CCc2ccccc2)C(=O)N1Cc1ccc(Br)cc1 (stereo not given)	0%	u	u

Some of the compounds tested; the hit share may differ from the screen's.
